High-throughput results: PubChem BioAssay, Sanford-Burnham Center for Chemical Genomics
UBC13 inh = inhibitors of human UBC13 polyubiquitin chain formation. P61088. TR-FRET. inhibition, % at 20 µM. hit rate 0.47% among 330,000. AID 485273; in the data active = inhibition above about 45%, passing the limit was not always enough
CXCR6 inh = CXCR6 (human) receptor inhibition. inhibition, % at 20 µM. hit rate 0.36% among 360,000. CHO-K1 PathHunter CXCR6 beta-arrestin, luminescence. AID 602244; in the data active = inhibition above about 34%, passing the limit was not always enough;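 also: antagonist mode with CXCL16 agonist at 10 nM final; 0% = 10 nM CXCL16 with DMSO and 100% = unstimulated wells without agonist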
Target sequence (O00574 whole entry, looked up): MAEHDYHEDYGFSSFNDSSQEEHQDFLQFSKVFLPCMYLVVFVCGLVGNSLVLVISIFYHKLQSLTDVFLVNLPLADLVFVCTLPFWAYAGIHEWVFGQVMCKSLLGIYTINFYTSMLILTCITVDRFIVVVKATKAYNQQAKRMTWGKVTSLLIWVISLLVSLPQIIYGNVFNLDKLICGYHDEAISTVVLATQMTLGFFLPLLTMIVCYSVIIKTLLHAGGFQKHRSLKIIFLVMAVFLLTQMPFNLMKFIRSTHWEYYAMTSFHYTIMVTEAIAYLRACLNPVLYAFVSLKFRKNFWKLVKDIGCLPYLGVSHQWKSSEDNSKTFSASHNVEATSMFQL
CCR6 antag = CCR6 (human) receptor antagonism | inhibition, % at 20 µM | AID 493098 | CHO-K1 CCR6 PathHunter beta-arrestin, luminescence, CCL20-stimulated | P51684 | hit rate 0.49% among 340,000;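 active = compounds whose inhibition of the agonist-driven luminescence signal at 20 µM reaches about 50%, limit read from the data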;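 also: cells stimulated with CCL20 at 14 nM final; plate controls were DMSO with CCL20 for no effect and DMSO without agonist for full effect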
APJ antag = APJ receptor antagonism | CHO-K1 APJ beta-arrestin complementation, luminescence | AID 2521 | hit rate 0.32% among 330,000 | inhibition, % at 20 µM;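 active = inhibition above about 40% at 20 µM, limit read from the data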;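 also: cells challenged with 10 nM apelin-13 agonist together with compound; plate controls were apelin-13 plus DMSO wells for no effect and DMSO wells lacking apelin-13 for full effect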
Target sequence (P35414 whole entry, looked up): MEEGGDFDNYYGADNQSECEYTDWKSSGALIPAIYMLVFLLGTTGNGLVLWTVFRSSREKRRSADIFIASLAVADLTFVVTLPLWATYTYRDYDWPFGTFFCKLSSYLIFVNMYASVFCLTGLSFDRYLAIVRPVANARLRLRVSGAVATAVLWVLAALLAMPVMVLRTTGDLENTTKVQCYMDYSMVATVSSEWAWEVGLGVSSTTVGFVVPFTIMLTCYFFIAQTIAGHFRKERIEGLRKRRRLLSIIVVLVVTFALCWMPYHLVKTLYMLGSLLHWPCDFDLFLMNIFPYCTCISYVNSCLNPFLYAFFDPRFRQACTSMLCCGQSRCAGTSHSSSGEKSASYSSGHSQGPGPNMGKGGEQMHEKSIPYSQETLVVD
Gli-Sufu block = Gli-Sufu pathway antagonism; Sufu-KO-LIGHT fibroblasts, Gli luciferase reporter luminescence; inhibition, % at 5 µM; hit rate 0.74% among 340,000; AID 588413;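 active = inhibition above about 55%, limit read from the data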;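 also: 0% = DMSO-treated cells and 100% = wells with medium but no cells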
EBI2 antag = blocks human EBI2 receptor beta-arrestin signaling; EBI2 beta-arrestin recruitment, luminescence, 7a,25-OHC stimulated; hit rate 0.81% among 360,000; P32249; inhibition, % at 5 µM; in the data active = inhibition above about 38%;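 also: enzyme fragment complementation signal reports receptor beta-arrestin coupling in cells; 0% = agonist plus DMSO wells and 100% = wells without agonist; some results beyond the cut were filed as inactive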
APJ agonist = agonists of human APJ apelin receptor; P35414; CHO-K1 APJ PathHunter beta-arrestin, luminescence; 0% DMSO wells, 100% apelin; activation, % at 20 µM; hit rate 0.11% among 330,000; AID 2520;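 active = activation more than six SD over the plate average, tested at 20 µM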;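 also: 0% = DMSO alone and 100% = apelin-13 at 10 nM; some results filed as inactive read as strong as hits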
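Material: engineered CHO-K1 APJ arrestin reporter cells; amount: 1000 CHO-K1 reporter cells seeded per well; incubation: compound stimulation 90 min at 25 °C, detection 60 min; signal: luminescent beta-gal fragment complementation, chemiluminescent substrate; read-out basis: APJ agonist activity; controls: DMSO-only wells as negative, 10 nM Apelin-13 as positive control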
ATG4B inh = ATG4B (human) cysteine protease inhibition; hit rate 0.51% among 340,000; inhibition, % at 8.33 µM; Q9Y4P1; ATG4B cleavage of LC3-PLA2, NBD-HPC fluorescence, 1 h; in the data active = inhibition above about 40%
Target sequence (Q9Y4P1 whole entry, looked up): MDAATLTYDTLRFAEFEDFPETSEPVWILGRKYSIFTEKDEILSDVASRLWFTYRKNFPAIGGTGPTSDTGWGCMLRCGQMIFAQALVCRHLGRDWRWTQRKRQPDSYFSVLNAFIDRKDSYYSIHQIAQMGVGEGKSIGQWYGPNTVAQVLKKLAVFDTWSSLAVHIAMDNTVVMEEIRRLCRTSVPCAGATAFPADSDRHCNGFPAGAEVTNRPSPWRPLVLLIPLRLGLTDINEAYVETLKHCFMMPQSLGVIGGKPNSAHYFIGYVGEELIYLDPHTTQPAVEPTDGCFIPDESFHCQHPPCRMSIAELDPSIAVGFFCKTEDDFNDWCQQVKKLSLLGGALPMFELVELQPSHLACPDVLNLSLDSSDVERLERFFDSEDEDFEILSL
The depositor's hits bear a star; / = no result given.

SMILES	UBC13 inh	CXCR6 inh	CCR6 antag	APJ antag	Gli-Sufu block	EBI2 antag	APJ agonist	ATG4B inh
Cc1c(C(=O)OCC(=O)NCc2ccccc2)oc2ccccc12	-4	-3	14	-37	-5	-2	-9	3
Cc1ccc(S(=O)(=O)NCCc2cccs2)cc1	1	-6	4	13	3	-3	-5	-15
NC(=O)c1cccnc1Nc1cccc([N+](=O)[O-])c1	-3	1	4	-17	-54	-11	-2	-8
COc1ccccc1OCC(=O)NCc1cccs1	-13	-37	13	-4	-4	-9	2	0
CC(C)C(=O)Nc1ncc(Cc2cccc(Cl)c2)s1	5	-5	-2	-18	9	-3	2	-1
COc1cc(/C=N/NC(N)=O)ccc1OCC(=O)N1C(C)CCCC1C (centres undefined)	-7	-4	3	-5	-1	-6	1	-14
Clc1cccc(-c2nnc3n2CCCCC3)c1	-4	4	6	-1	6	5	-1	2
COc1ccc(/C(=C/Nc2cccc(Br)c2)C(C)=O)cc1OC	-5	1	6	0	5	-1	-3	-4
Cc1[nH]c(C)c(S(=O)(=O)NCc2ccc(N(C)C)cc2)c1C(=O)N1CCCC1	6	2	9	3	-5	-4	1	6
COc1ccc(N2CCN(CC(=O)Nc3ccc(C)c(C)c3)CC2)cc1	5	15	1	9	/	-1	-1	-10
CN(c1ccc(C(=O)NCc2cccnc2)cc1)S(C)(=O)=O	0	-6	-9	-1	-3	-4	1	0
COc1ccc(C(=O)N2CCN(c3ncnc4c(-c5ccccc5)nsc34)CC2)cc1	/	-6	-1	/	13	23	/	12
CC(C)CCN1CCN(Cc2ccc3nsnc3c2)CC1CCO (centres undefined)	-6	6	9	18	6	3	-4	8
CC1CCN(C(=S)c2ccc(O)cc2)CC1	-8	-6	-8	-17	-2	-3	2	-9
CC(C)c1cc(C(=O)N2CCCC(C(=O)c3ccc4ccccc4c3)C2)on1 (centres undefined)	-2	-1	15	-19	-1	6	-1	-8
O=C(CCNS(=O)(=O)c1ccc(Cl)cc1)N1CCN(c2ncccn2)CC1	2	-8	-8	24	-10	5	-1	-5
COc1ccc(C)cc1S(=O)(=O)N1CCOCC1	8	-4	4	-11	-5	-9	1	-7
CCS(=O)(=O)c1ccc(O)c(NC(=O)CC2(CC(=O)O)CCCC2)c1	-3	-11	-11	16	1	-12	-1	-5
O=C(CCC(=O)Nc1ccccc1)NNS(=O)(=O)c1ccccc1[N+](=O)[O-]	-5	1	-3	-6	-7	-3	-3	-4
Cc1cccc(C(=O)NC2CCN(CC(=O)Nc3ccc4c(c3)OCO4)CC2)c1	0	-4	6	-1	16	0	-3	-3
CCc1nn(-c2cc(Oc3ccccc3)nc(-c3ccccc3)n2)c(N)c1C#N	-5	2	-23	-20	5	0	-5	-5
O=C(CSc1ncnc2c1oc1ccccc12)Nc1ccccc1F	-91	8	-9	-2	5	4	-2	8
CCOc1ccccc1C(=O)NN1C(=O)C2CCCCC2C1=O (centres undefined)	1	-9	1	7	-1	-12	-2	-1
CCN1C/C(=C\c2cccc([N+](=O)[O-])c2)C(=O)/C(=C/c2cccc([N+](=O)[O-])c2)C1	/	31	73*	/	3	40	/	-7

4 entries from above, set out differently:
> CC(C)CCN1CCN(Cc2ccc3nsnc3c2)CC1CCO (centres undefined)
  UBC13 inh: -6	CXCR6 inh: 6	CCR6 antag: 9	APJ antag: 18	Gli-Sufu block: 6	EBI2 antag: 3	APJ agonist: -4	ATG4B inh: 8

> CC1CCN(C(=S)c2ccc(O)cc2)CC1
  UBC13 inh: -8	CXCR6 inh: -6	CCR6 antag: -8	APJ antag: -17	Gli-Sufu block: -2	EBI2 antag: -3	APJ agonist: 2	ATG4B inh: -9

> CC(C)c1cc(C(=O)N2CCCC(C(=O)c3ccc4ccccc4c3)C2)on1 (centres undefined)
  UBC13 inh: -2	CXCR6 inh: -1	CCR6 antag: 15	APJ antag: -19	Gli-Sufu block: -1	EBI2 antag: 6	APJ agonist: -1	ATG4B inh: -8

> O=C(CCNS(=O)(=O)c1ccc(Cl)cc1)N1CCN(c2ncccn2)CC1
  UBC13 inh: 2	CXCR6 inh: -8	CCR6 antag: -8	APJ antag: 24	Gli-Sufu block: -10	EBI2 antag: 5	APJ agonist: -1	ATG4B inh: -5

Next part:
SMILES	UBC13 inh	CXCR6 inh	CCR6 antag	APJ antag	Gli-Sufu block	EBI2 antag	APJ agonist	ATG4B inh
C=CCC(CC=C)(NC(=O)c1ccccc1C)c1ccccc1	2	5	14	4	4	-8	-5	-2
COc1ccc(C(=O)N/N=C/c2cccc3cccnc23)cc1	-26	52*	23	12	23	4	-4	-11
CCOC(=O)NC(O)C(=O)c1cccs1 (centres undefined)	5	15	3	31	10	-8	-4	-9
COc1cc(C(C)=O)ccc1OCC(=O)Nc1ccccc1N1CCCCC1	3	-1	9	-6	12	10	6	-5
COc1cccc(Oc2ccc(S(=O)(=O)N3CCCC3)cc2[N+](=O)[O-])c1	-4	4	9	5	-11	-17	2	-6
C=CC[C@@H](CC(=O)N[C@H](CO)Cc1ccccc1)C(=O)NC[C@H](OC(=O)[C@@H](CC=C)Cc1ccc(F)cc1)c1ccccc1	-4	4	-8	-10	12	-11	0	-11
Cc1ccc(-c2cc(N)n[nH]2)cc1	1	-2	4	-5	-25	0	1	-7
O=C(CNC(=S)N(CCCN1CCOCC1)Cc1cccs1)NCc1ccccc1	0	-1	-9	15	22	-2	-1	-1
O=C1C2CCCN2C(c2cccs2)N1c1ccc(F)cc1 (centres undefined)	3	3	-4	7	-34	-15	-4	-5
O=C(Nc1ccccc1)c1ccc[nH]1	0	-2	-7	-14	-1	-7	-1	-14
COc1ccc(-n2cc3c(-c4cccc(Br)c4)nnc(C)c3n2)cc1	-17	-2	13	-4	13	22	-1	-6
COc1ccc(S[C@@H](CCN2CC[C@H](NC(=O)OCc3ccccc3)CCC2=O)c2ccccc2)cc1	3	7	11	2	25	33	-3	-5
Cc1c(C(=O)N(C)c2cccc(Cl)c2)cnn1-c1ccccc1	-10	-1	-6	-19	-12	3	-2	2
CNc1ccc(/C=C2\CSc3ccccc3C2=O)cc1[N+](=O)[O-]	-57	18	26	38	-2	7	-2	4
CC(C)c1nc(SCC(=O)c2ccccc2)c2c(=O)n(C)c(=O)n(C)c2n1	0	-7	2	-7	43	-11	4	6
CC(C)(C)c1nn2cnnc2n(/N=C/c2ccccc2)c1=O	-1	3	2	8	2	-11	0	-4
CCCC1S/C(=N/N=C/c2ccc(OC)cc2)N(Cc2ccc(OC)cc2)C1=O (centres undefined)	1	3	12	18	-5	19	-4	1
Cc1nnc(SCC2=C(C(=O)O)N3C(=O)C(NC(=O)Cn4nc(C(F)F)cc4C)C3SC2)s1 (centres undefined)	-2	-1	-12	-25	-14	-9	-2	-3
O=c1c2ccccc2nc(SCCN2CCOCC2)n1CCc1ccccc1	0	0	18	4	18	-1	-3	24
Cc1ccc(-n2c(SCc3ccc(C#N)cc3)nnc2-c2ccccn2)cc1	0	-2	11	-2	3	10	5	-17
O=C(C1CCN(c2ncnc3c2sc2cccc(F)c23)CC1)N1CCOCC1	14	-9	13	0	10	-2	0	-11
Cc1nnc(SCCCN2C(=O)c3ccccc3C2=O)o1	-3	-13	6	-2	-12	-2	1	-5
COc1ccccc1C/C(N)=N/OC(=O)COc1ccccc1C	-5	10	5	7	-1	-9	1	0
O=C(CCN1CCN(c2ccccc2)CC1)Nc1cccc(Br)c1	13	7	-5	4	-13	8	-4	-3
CCc1ccc(NC(=O)Cc2ccc(NC3=NC4CS(=O)(=O)CC4S3)cc2)cc1 (centres undefined)	0	2	12	1	-35	1	-2	-3
CCCCN1C(=O)/C(=C2/C=CC=CN2C)SC1=S	-54	14	21	20	-15	0	1	2
Cc1cccc(NS(=O)(=O)c2ccc3c(c2)Cc2cc(S(=O)(=O)Nc4cccc(C)c4C)ccc2-3)c1C	/	4	11	/	1	14	/	30
CN(CC(=O)NCc1cccs1)S(=O)(=O)c1cccc2nsnc12	3	-16	9	1	-3	-1	-1	-6
Cc1ccc(C(=O)NCCCNC(=O)Cc2ccc(Cl)cc2)cn1	-6	-3	-8	2	-6	6	10	4
O=C(c1cc2nc(-c3ccco3)cc(C(F)(F)F)n2n1)N1CCCCCC1	5	-5	-2	6	5	3	-3	8
C=C1C(=O)O[C@H]2C[C@]3(C)C([C@@H](OC(=O)/C(C)=C/C)[C@H]12)[C@](C)(O)CC[C@H]3O (some centres undefined)	-3	-2	10	-11	12	3	-4	6
CCOc1ccccc1N(CC(=O)Nc1ccccc1C(=O)N1CCCC1)S(C)(=O)=O	3	-3	-7	7	43	10	-5	-8
O=C(Nc1cccc(S(=O)(=O)Nc2ccc(Cl)cc2)c1)c1ccc(Cl)nc1	9	1	6	-7	68*	-1	-1	-13
CC(C)NC(=O)CCCOc1ccc(Cl)cc1Cl	5	4	1	23	-8	3	2	-13
CC(NC(=O)CC(O)(C(F)(F)F)C(F)(F)F)c1ccccc1 (centres undefined)	-4	5	12	-9	2	-8	-5	-10
CCOC(=O)c1ccc(N2C(=O)CC(N3CC(C)OC(C)C3)C2=O)cc1 (centres undefined)	8	4	13	5	-11	1	-2	-4
C/C(=N\Nc1ccc(S(N)(=O)=O)cc1[N+](=O)[O-])c1cccs1	-55	2	-2	7	21	18	1	7
Cc1cc(C)c(S(=O)(=O)N2CCN(c3ccccc3)CC2)c(C)c1	1	4	24	9	-1	-6	-1	7
O=C(O)CC(Cc1ccccc1)c1ccc2c(c1)OCO2 (centres undefined)	1	-10	0	-17	-10	-8	1	4
Nc1cc2c(cc1N)-c1ccccc1C2	/	-2	6	/	-8	14	/	-6
CCc1ccccc1OCC(=O)Nc1ccc(C)c(S(=O)(=O)N2CCCCCC2)c1	-2	-3	4	0	1	17	-2	24
Nc1c(Cl)cc(-c2csc(N3CCCC3c3nc4cc(Cl)c(Cl)cc4n3CCCO)n2)cc1Cl (centres undefined)	-39	0	5	20	-17	4	-5	1
CCc1c(C)nc2[nH]nc(NC(=O)C(F)(F)F)n2c1=O	-4	7	-3	2	-8	-12	-2	-7
CSc1ccccc1NC(=O)CSCc1nc2sc(C)c(C)c2c(=O)[nH]1	2	-1	9	24	-7	0	-4	-11
Cc1cccc(-c2cc(C(=O)Nc3cccnc3)c3ccccc3n2)c1	4	4	-2	-4	-14	-12	9	9
O=C(NCCCN1CCOCC1)C(C(=O)c1ccccc1)n1ccccc1=O (centres undefined)	8	-3	3	3	-3	-15	0	-5
O=C(CNC1CCCCC1)Nc1cccc([N+](=O)[O-])c1	0	6	-5	-3	-7	-3	0	-4
CN(C)S(=O)(=O)c1cccc(C(=O)Nc2ccccc2Cl)c1	13	6	-1	-5	-4	-5	-3	-2
CC(C)N1C/C(=C/c2cccnc2)C(=O)/C(=C/c2cccnc2)C1	/	-3	24	/	20	-1	/	-4
COC(=O)C(=O)C/C(=N/Nc1ncnc2ccccc12)c1ccc(Cl)cc1	-35	17	13	0	11	2	1	-7
CC1([N+](=O)[O-])COC2(CCCCC2)OC1	/	-3	-4	/	-2	-10	/	-4
O=C(COC(=O)c1cnccn1)c1ccc(C2CCCCC2)cc1	7	-2	16	28	-4	-10	-2	-10
NS(=O)(=O)c1ccc(CCN=C(NS(=O)(=O)c2cccs2)c2ccccc2)cc1	-6	1	0	-8	5	-2	-5	-3
Cc1ccccc1OCCC(=O)OCC(=O)NC1CCCC1	4	5	3	6	-9	2	7	-13
N/C(=N\OC(=O)/C=C/c1ccccc1Cl)c1cccnc1	4	-12	-3	-12	-35	4	8	-1
COc1cc(-c2nc3ccccc3nc2-c2ccc(O)c(OC)c2)ccc1O	-2	2	12	20	5	0	-2	-6
N#Cc1ccc(-c2ccc(F)cc2)nc1Oc1ccc(Cl)c(Cl)c1	-6	7	4	-25	10	20	-5	5
CC(C)(C)OC(=O)N1CCC(NC(=O)c2nc[nH]c2C(=O)NC2CCN(C(=O)OC(C)(C)C)CC2)CC1	8	-1	6	-4	5	2	-5	5
CC(C)Cc1nc2oc3c(NCCCN4CCOCC4)ncnc3c2c2c1CCC2	13	3	-6	-10	9	34	-5	-10
C=CCn1c(SCc2nc3ccccc3c(=O)[nH]2)nnc1-c1cc2cc(Cl)ccc2o1	0	-10	-7	17	5	-1	3	-7
